MsrA inh: bovine MsrA inhibition; 0.75% of 360,000 active; purified bovine MsrA, absorbance read-out; inhibition, % at 15.5 µM; in the data active means inhibition above about 4.5%;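 further: 0% = vehicle wells with enzyme and 100% = reference inhibitor wells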
FAS TE block: FAS thioesterase (human) inhibition. P49327. recombinant FAS-TE, OMFH fluorogenic substrate, fluorescence endpoint. inhibition, % at 15 µM. 0.67% of 360,000 active;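 active means compounds whose normalised, plate-corrected inhibition of enzyme fluorescence in the single-dose primary screen is 50% or more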;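 further: 0% = DMSO with enzyme and 100% = substrate without enzyme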
E coli Lon inh: E. coli protease La inhibition | purified E. coli Lon protease, fluorescence polarization | AID 602123 | 0.42% of 360,000 active | P0A9M0 | inhibition, % at 7.94 µM; in the data active means inhibition above about 13%, passing the limit was not always enough;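 further: 0% = enzyme with probe and DMSO and 100% = no enzyme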
Rin1-Abl PPI inh: blocks binding of human Rin1 to Abl; TR-FRET Rin1/Abl binding, biochemical; inhibition, % at 7.35 µM; 0.4% of 360,000 active; in the data active means inhibition above about 5%, passing the limit was not always enough
Neddyl block: blocks human cullin neddylation; AID 651699; 0.58% of 360,000 active; TR-FRET cullin neddylation, biochemical; calls only at 25 µM; P61081+Q13564; in the data active means inhibition above about 36%
MsrA act: activates bovine MsrA enzyme; purified bovine MsrA, absorbance read-out; activation, % at 10.6 µM; 0.3% of 360,000 active; AID 602163; in the data active means activation above about 7.5%;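 further: 0% = vehicle and 100% = reference activator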
CendR NRP1 mod: alters CendR peptide binding to human NRP-1. 0.85% of 360,000 active. O14786. FAM-RPARPAR peptide binding to NRP-1, fluorescence polarization. inhibition, % at 25 µM. AID 602438;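 active means inhibition or corrected inhibition above about 18%, plus a signal ratio from 0.5 to 1.5, limit read from the data, passing the limit was not always enough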; further: strong numbers were not always called active
SKN-1 inh: C. elegans SKN-1 inhibition | C. elegans VP596 Pgst-4::GFP/RFP ratio, acrylamide-induced, 24 h | inhibition, % at 21.8 µM | 0.49% of 360,000 active | AID 624304;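 active means interference check ratio from 0.5 to 1.5 plus GFP to RFP signal ratio inhibition reaching or exceeding a fixed threshold, cut at about 30% in these data, passing the limit was not always enough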; further: some compounds called inactive have numbers as strong as hits
MT1-MMP act inh: MT1-MMP (human) activation inhibition | HT1080 RFP-PRO-GFP cells, GFP/RFP ratio fluorescence, overnight; percent of plate control window, DMSO zero | GFP/RFP ratio change, % at 20 µM | 0.061% of 360,000 active | AID 651647;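 active means GFP/RFP ratio change of at least 30% with cell ATP level not reduced by more than half and red fluorescence within 50% of control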; further: strong numbers were not always called active
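Assay system – RFP-PRO-GFP reporter HT1080 cells · Compound dosing – single dose of 20 µM compound, 1% DMSO final · Incubation – overnight compound exposure at 37 °C · Measure – GFP/RFP fluorescence ratio · Benchmarks – DMSO wells and RFP-L50D-GFP cells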
The depositor's hits bear a star; i = inactive; . = no result given.

SMILES	MsrA inh	FAS TE block	E coli Lon inh	Rin1-Abl PPI inh	Neddyl block	MsrA act	CendR NRP1 mod	SKN-1 inh	MT1-MMP act inh
CCc1cccc(NC(=O)c2cc(S(=O)(=O)N(C)C)ccc2N2CCCC2)c1	3.5	32	-13	-6	i	-5	-9	15	-3
COc1ccc(C2=NOC(C(=O)Nc3ccc4c(c3)OCO4)C2)cc1OC (centres undefined)	-0.8	-5	-1	-4	i	-2	14	4	0
CCOC(=O)C1=NNC(C(=O)c2ccc(OC)cc2)C1c1ccccc1 (centres undefined)	1.2	-1	2	1	i	-6	-5	-8	0
COc1cc(C(C)=O)ccc1OC(=O)C(C)N1C(=O)c2ccccc2C1=O (centres undefined)	-0.5	-2	-1	1	i	-1	-3	3	1
CCC(=O)N(CCc1ccccc1)Cc1cc2cc3c(cc2[nH]c1=O)OCO3	0.9	0	-6	-3	i	-2	-3	-27	-1
CC(=Nc1ccc(Br)cc1)c1sc2ccccc2c1O	-1.1	-11	-71	0	.	-4	-72	6	-147
Cc1ccc(CSc2nnc(-c3ccco3)o2)cc1	-0.4	6	2	1	i	-2	4	82*	9
O=C(Nc1ccc(Cl)cn1)c1cccc(S(=O)(=O)N2CCOCC2)c1	0.0	2	-12	-3	i	1	-7	-3	4
CCOc1ccc(C(=O)c2cc([N+](=O)[O-])ccc2Cl)cc1	2.1	32	3	-1	i	-3	13	28	2
CCN(CC)C(=O)c1ccc(NS(=O)(=O)c2ccc(/C=C/C(=O)O)cc2)cc1	1.7	-2	0	-3	i	-6	11	2	-1

The final 7 entries of the section above come first, to join the parts:
SMILES	MsrA inh	FAS TE block	E coli Lon inh	Rin1-Abl PPI inh	Neddyl block	MsrA act	CendR NRP1 mod	SKN-1 inh	MT1-MMP act inh
COc1cc(C(C)=O)ccc1OC(=O)C(C)N1C(=O)c2ccccc2C1=O (centres undefined)	-0.5	-2	-1	1	i	-1	-3	3	1
CCC(=O)N(CCc1ccccc1)Cc1cc2cc3c(cc2[nH]c1=O)OCO3	0.9	0	-6	-3	i	-2	-3	-27	-1
CC(=Nc1ccc(Br)cc1)c1sc2ccccc2c1O	-1.1	-11	-71	0	.	-4	-72	6	-147
Cc1ccc(CSc2nnc(-c3ccco3)o2)cc1	-0.4	6	2	1	i	-2	4	82*	9
O=C(Nc1ccc(Cl)cn1)c1cccc(S(=O)(=O)N2CCOCC2)c1	0.0	2	-12	-3	i	1	-7	-3	4
CCOc1ccc(C(=O)c2cc([N+](=O)[O-])ccc2Cl)cc1	2.1	32	3	-1	i	-3	13	28	2
CCN(CC)C(=O)c1ccc(NS(=O)(=O)c2ccc(/C=C/C(=O)O)cc2)cc1	1.7	-2	0	-3	i	-6	11	2	-1
CC(C)(C)c1ccc(OCCNC(=O)c2ncn[nH]2)cc1	-0.7	-73	0	1	i	0	2	-14	36*
COC(=O)c1ccc(COc2ccc(C(=O)c3ccccc3)cc2)o1	0.8	19	-3	2	i	-1	15	-10	5
CCC(=O)N1CCN(c2ccc(Cl)cc2NC(=O)c2cccc([N+](=O)[O-])c2)CC1	0.9	48	7	2	i	0	0	2	-4
Cc1ccccc1S(=O)Cc1ccc(C(=O)NCCN2CCOCC2)o1 (centres undefined)	0.8	-3	3	0	i	-1	7	19	3
Cc1ccc(OCC(=O)N2CCCCCCC2)cc1C	-1.2	-1	0	-3	i	-1	0	17	3
O=C(NNS(=O)(=O)c1ccc(Br)cc1)c1sccc1-n1cccc1	0.2	-1	3	3	i	-1	8	3	-2
N#Cc1ccccc1CSc1nc(N2CCCCC2)nc(N2CCCCC2)n1	-0.1	28	-6	1	i	-1	3	-10	1
O=C(NCCN1CCOCC1)c1cc(-c2cccs2)nc2ccccc12	3.8	-5	-9	3	.	-5	-1	6	-1
CCOc1cc(/C=N/N2CCOCC2)ccc1OCc1ccc(C(=O)OC)o1	0.1	2	-7	1	i	-11	5	1	3
CC(C)(C)N(Cc1nc(-c2ccccc2)no1)C(=O)c1ccc2c(c1)OCO2	1.4	17	-6	1	i	-2	6	13	-7

Copied from the list.
Under MT1-MMP act inh, Cc1ccc(CSc2nnc(-c3ccco3)o2)cc1 has the entry 9
Under MT1-MMP act inh, COc1cc(C(C)=O)ccc1OC(=O)C(C)N1C(=O)c2ccccc2C1=O (centres undefined) has the entry 1

Remaining list, next part:
SMILES	MsrA inh	FAS TE block	E coli Lon inh	Rin1-Abl PPI inh	Neddyl block	MsrA act	CendR NRP1 mod	SKN-1 inh	MT1-MMP act inh
Cn1c(C(=O)c2ccccc2)nc2ccccc21	1.5	-5	-1	-1	i	-3	-3	-5	4
CCOC(=O)C1=C(N)N(c2ccccc2)C2=C(C(=O)CCC2)C1c1cccnc1 (centres undefined)	1.5	-6	-1	2	i	-2	-3	8	0
COc1ccc(/C=N/N=C(\N)c2nonc2N)cc1OC	4.6*	-2	2	-2	i	-3	11	9	6
O=C(CCNC(=O)c1ccccc1Cl)Nc1nc(-c2ccc(F)cc2)cs1	-1.0	-6	-11	0	i	-4	-8	2	-2
COc1ccc(-c2onc(C)c2-c2ccccc2)c(O)c1	0.6	-3	6	0	i	-9	0	10	-12
COc1ccccc1N(CC(=O)N1CCCCCC1)S(=O)(=O)c1ccc(C)cc1	0.3	1	2	-1	i	-2	15	-7	1
CCn1c2ccccc2c2cc(/C=N/NC(=O)c3cc(O)cc(O)c3)ccc21	2.5	11	2	0	.	-5	6	5	-1
COc1ccccc1NS(=O)(=O)c1cccc(C(=O)N/N=C/c2ccc([N+](=O)[O-])o2)c1	3.9	0	-38	-1	i	-2	0	3	-12
Cc1ccc(NC(=O)CCNC(=O)c2ccccc2Cl)cc1S(=O)(=O)N(C)C	-0.4	-7	-8	1	i	1	4	7	6
Cc1nc2cc(-c3ccccc3)nn2c(C)c1CCC(=O)NCc1ccco1	0.2	-3	3	0	.	-3	-4	-1	1
O=C(CSc1nc2[nH]ncc2c(=O)n1-c1ccccc1Cl)N1CCCC1	0.5	-5	-2	4	i	-4	3	3	-4
Cc1nn(C)c(C(=O)Sc2cccc(Cl)c2)c1[N+](=O)[O-]	0.3	25	-4	0	i	1	8	-1	-2
Fc1ccc(C(c2nnnn2CCc2ccccc2)N2CCCc3ccccc32)cc1 (centres undefined)	1.4	26	2	0	i	-4	-4	30	-52
Cc1cc(NC(=O)C(C)SCC(=O)OC(C)C(=O)Nc2cccc(C#N)c2)no1 (centres undefined)	-0.1	-6	-2	-1	i	0	3	3	0
COc1ccc(C(=O)NC(=S)Nc2ccccc2F)cc1	0.2	-8	10	0	i	-8	-12	10	4
O=C(CCC(=O)N(CC(=O)NC1CCCC1)Cc1ccc(F)cc1)Nc1nccs1	0.3	0	3	0	i	-2	10	20	-4
Cc1ccc(SCC2CNc3nc4ccccc4c(=O)n32)c(C)c1 (centres undefined)	-0.3	-7	1	-1	i	-3	-8	20	5
CN(C(=O)COC(=O)c1ccc2ccccc2n1)c1ccccc1	0.1	-4	-1	1	i	0	-6	2	4
COc1cc(NC(=O)Nc2nnc([C@@H]3C[C@H](O)[C@@H](CO)O3)s2)cc(OC)c1OC	0.6	-6	-9	1	i	-2	0	25	-1
Cc1cc(C)c(C#N)c(Nc2cccc(Br)c2)n1	-0.5	14	4	1	i	-2	2	-11	-3
CS(=O)(=O)N(Cc1ccc(F)cc1)Cc1nc2ccccc2c(=O)[nH]1	2.6	-7	1	0	i	-6	11	-1	-7
COc1cc2cc(CCOC(=O)c3ccc(C(F)(F)F)cc3)oc(=O)c2cc1OC	0.1	20	-10	5	i	-5	11	5	0
COc1ccc(-c2cc(C(F)(F)F)nc(-n3cncn3)n2)cc1	1.9	-5	-2	0	.	-12	-6	-19	-1
O=C(CN1CCN(C(=O)c2ccco2)CC1)Nc1cccc(S(=O)(=O)N2CCCC2)c1	1.1	-2	-11	5	i	-5	12	3	-1
COC(=O)c1cc2sccc2n1CC(=O)N1CCCc2ccccc21	0.4	-6	-5	-5	i	-1	3	12	1
CO[C@H]1/C=C/O[C@@]2(C)Oc3c(C)c(O)c4c(O)c(c(C=NN5CCN(C)CC5)c(O)c4c3C2=O)NC(=O)/C(C)=C\C=C\[C@H](C)[C@H](O)[C@@H](C)[C@@H](O)[C@@H](C)[C@H](OC(C)=O)[C@@H]1C	2.3	5	-3	-6	i	2	-3	16	8
Cc1ccc(C(=O)OCC(=O)NCc2ccccc2)s1	-1.7	-5	-5	-2	i	-3	4	-15	-2
CCOC(=O)CSc1nc2c(c(=O)[nH]1)C(C)(CC)Cc1ccccc1-2 (centres undefined)	0.6	10	-2	-5	i	2	4	14	1
CC1(C)CC(=O)C=C(c2ccc(COC(=O)C(c3ccccc3)c3ccccc3)cc2)C1=O	-0.3	24	6	-3	i	-1	-7	2	-1
COc1ccc(S(=O)(=O)N2CC(=O)Nc3ccccc32)cc1Cl	-0.5	0	-7	-1	i	-2	-3	6	-5
O=C(COC(=O)C1CC1)NC(=O)c1ccccc1	1.1	-2	7	4	i	-3	7	5	-3
CCN(Cc1ccccc1)Cc1c(C)[nH]c2c(C)c(C)ccc2c1=O	1.1	-11	1	-3	i	-2	4	-16	0
O=C(Nc1cccs1)Nc1c(F)cc(F)cc1Br	-0.2	-9	7	3	i	-2	-2	-3	-5
COc1ccc(N2CCN(CC(O)COc3ccc(C)c(C)c3)CC2)cc1 (centres undefined)	0.6	-3	-3	1	i	-1	7	3	1
CC(C)c1cccc(-c2csc(C(O)c3ccccc3)n2)c1 (centres undefined)	-0.3	20	4	2	i	-1	7	2	-5
Cc1cc(-c2onc(C)c2C(=O)Oc2ccc(Cl)cc2)no1	-1.4	25	8	-3	i	-3	-10	4	0
Cc1noc(C)c1S(=O)(=O)N(C)C[C@H]1OCc2cnnn2CCCC(=O)N([C@H](C)CO)C[C@@H]1C	1.2	-5	-6	2	i	-4	-10	-3	-5
O=C(NCCc1ccccc1)/C(=N\O)c1ccccc1	-0.2	-11	-6	1	i	-1	0	1	-1
Cc1ccc(C(C(=O)NC2CCCCC2)N2CCOCC2)cc1 (centres undefined)	0.7	-4	5	-1	i	-2	-7	10	-8
Cc1cc(C)c(C#N)c(N2CCN(C(=O)C3COc4ccccc4O3)CC2)n1 (centres undefined)	0.6	30	-4	-1	i	-1	-11	12	1
COCCN1C[C@@H](CO)O[C@@H](n2cnc3c(NCc4ccco4)ncnc32)C1	-0.4	-2	6	-2	i	-7	3	-7	0
O=C(Nc1nccs1)c1ccccc1[N+](=O)[O-]	0.9	-9	0	-3	i	-6	7	-1	0
COc1ccc(S(=O)(=O)NCCc2c(C)nn(C)c2Oc2ccccc2)cc1	-0.9	-2	-1	-1	i	-2	7	11	0
CC(=O)c1cc(C)ccc1OC(=O)CCN1C(=O)C2C3c4ccccc4C(c4ccccc43)C2C1=O (centres undefined)	0.0	24	7	-1	i	-3	-2	-1	6
O=C(Nc1nonc1NC(=O)C1CCCCC1)C1CCCCC1	-0.6	0	-2	7	i	-1	2	0	-3
N#Cc1nc(Cc2cccc3ccccc23)oc1N1CCCCC1	-0.6	20	4	1	i	-6	12	1	-2
COc1ccc(-c2c(C(=O)c3ccc(Br)cc3)[nH]c(N)c2C(=O)c2ccccc2)cc1OC	1.4	0	-13	.	i	-4	-2	3	7
CC(NC(=O)CCCCCNC(=O)N1CCn2c1nc1ccccc12)c1ccccc1 (centres undefined)	-1.0	-4	3	2	i	-6	-1	3	-2
CCn1c(C)c(CS(=O)(=O)c2ccccc2)[nH]c1=O	-1.4	-3	0	5	i	-17	-11	-4	-2
COc1cc2c(cc1OC)C(C)N(C(=O)Nc1ccccc1)CC2 (centres undefined)	0.6	-5	4	0	i	-2	9	0	-6

(listing goes on)
SMILES	MsrA inh	FAS TE block	E coli Lon inh	Rin1-Abl PPI inh	Neddyl block	MsrA act	CendR NRP1 mod	SKN-1 inh	MT1-MMP act inh
CN1/C(=C\C=C(C#N)C#N)C(C)(C)c2ccccc21	-0.3	-162	-23	0	i	-16	134	55	-88
CCCOc1cccc(C2C(C(=O)c3cccs3)=C(O)C(=O)N2CCN2CCOCC2)c1 (centres undefined)	4.2	-1	-5	2	i	2	3	8	-2
COc1ccc2oc(=N)c(-c3nnc4n3CCCCC4)cc2c1	0.7	-9	-14	-1	.	0	-1	-17	1
O=C(CSc1nc2ccccc2c(=O)[nH]1)Nc1ccccc1N1CCOCC1	-0.5	2	-1	1	i	-15	17	-10	4

Compound activity deposited in PubChem by several laboratories.
